AI-2 QS mod – modulators of Vibrio harveyi AI-2 quorum sensing system. activity change, % at 7.5 µM. actives 0.4% (n = 300,000). Vibrio harveyi JMH597 AI-2 luminescence/OD600 ratio, 9 h; hits give low values; strain lacks LuxN and CqsS sensors; 0 = neutral-control median; in the data active = activity change below about -75%, passing the limit was not always enough;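 also: luminescence divided by OD600 gain over 9 h not by final OD600 alone; inactives centre near 13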
GSK3B inh – inhibitors of human GSK3beta kinase | P49841 | GST-GSK3beta kinase, ADP-Glo luminescence, 60 min; hits give low values | activity score (negative = inhibition), % at 10 µM | actives 0.038% (n = 300,000) | AID 2097;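 active = more than half of replicate wells score below -50%, meaning over 50% inhibition versus plate controls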;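 also: 0% = median DMSO wells and -100% = median GW8510 positive control wells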
Target sequence (P49841 whole entry, looked up): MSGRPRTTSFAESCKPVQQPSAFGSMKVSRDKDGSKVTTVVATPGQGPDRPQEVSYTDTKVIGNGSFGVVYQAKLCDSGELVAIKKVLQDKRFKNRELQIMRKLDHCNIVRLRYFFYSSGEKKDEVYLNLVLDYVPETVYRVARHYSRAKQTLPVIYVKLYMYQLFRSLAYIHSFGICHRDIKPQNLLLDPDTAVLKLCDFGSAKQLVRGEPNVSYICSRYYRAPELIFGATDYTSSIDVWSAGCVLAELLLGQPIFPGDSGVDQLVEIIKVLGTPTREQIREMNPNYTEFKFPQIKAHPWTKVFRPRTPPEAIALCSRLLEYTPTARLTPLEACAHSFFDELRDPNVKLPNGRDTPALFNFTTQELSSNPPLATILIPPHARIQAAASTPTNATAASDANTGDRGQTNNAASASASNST
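Assay system: GST-tagged human GSK3beta kinase, cell-free; Input: 1.6 ng GSK3beta; Medium: Tris/MgCl2 kinase buffer; Timing: 60 min enzyme reaction, room temperature; Signal: ADP-Glo luminescence quantifying ADP generated by kinase; Evaluation: score relative to plate controls; Benchmarks: DMSO neutral wells and GW8510 at 20 µM as positive.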
GSK3 alpha inh – inhibitors of human GSK-3 alpha kinase. P49840. ADP-Glo luminescence, 60 min. inhibition, % at 10 µM. actives 0.1% (n = 320,000). AID 2650;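 in the data active = inhibition above about 50%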;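 also: GST-tagged GSK-3 alpha with peptide substrate and 25 µM ATP; 0% = DMSO neutral wells and 100% = GW8510 positive control wells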
Target sequence (P49840 whole entry, looked up): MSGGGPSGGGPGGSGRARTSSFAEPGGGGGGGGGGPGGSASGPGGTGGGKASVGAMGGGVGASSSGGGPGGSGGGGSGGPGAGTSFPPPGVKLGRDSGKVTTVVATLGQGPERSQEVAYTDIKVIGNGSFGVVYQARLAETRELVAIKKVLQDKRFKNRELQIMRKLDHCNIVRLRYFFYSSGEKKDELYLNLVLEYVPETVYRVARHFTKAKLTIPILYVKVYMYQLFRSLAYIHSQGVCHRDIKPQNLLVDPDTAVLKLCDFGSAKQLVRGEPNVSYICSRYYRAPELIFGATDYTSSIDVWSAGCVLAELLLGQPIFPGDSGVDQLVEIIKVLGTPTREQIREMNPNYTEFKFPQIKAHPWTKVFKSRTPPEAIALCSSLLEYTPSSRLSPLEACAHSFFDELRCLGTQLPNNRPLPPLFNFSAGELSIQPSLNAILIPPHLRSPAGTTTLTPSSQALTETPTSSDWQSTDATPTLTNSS
HIF activator – HIF pathway transcriptional activation. U2OS HRE-luciferase reporter, luminescence; normalized: DMSO 0%, desferrioxamine 100%. activation, % at 7.5 µM (by protocol). actives 0.32% (n = 300,000);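 active = mean activation of at least 10% of the iron chelator positive control signal, with at least half of replicates also reaching 10%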
HSF1 inhib – HSF1 inhibition. NIH3T3-HGL HSE-luciferase, MG132-induced, luminescence 8 h; hits give low values. activity change, negative = inhibition, % at 7.5 µM (by protocol). actives 0.77% (n = 300,000). AID 2098;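 active = more than half of replicate wells show activity change below -50%, luminescence cut by over half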;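 also: luciferase reports HSF-1 transcriptional activity via heat shock element; 0% = median of DMSO wells and -100% = zero luminescence signal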
IEC-6 tox – kills IEC-6 intestinal cells in KLF5 counter-screen | IEC-6 cytotoxicity, luminescence viability | actives 0.78% (n = 290,000) | inhibition, % at 5 µM; in the data active = inhibition above about 22%;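 also: 0% = plate median of test compound wells and 100% = cytotoxic reference compound wells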
HSP90 refold inh – inhibitors of HSP90 luciferase refolding in rabbit reticulocyte lysate. luciferase refolding luminescence, 3 h. inhibition, % at 5.6 µM. actives 0.91% (n = 290,000). AID 1789;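 active = inhibition above the screen-wide mean plus 3 SD, computed separately per campaign, cut at about 16% in these data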;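 also: 0% = DMSO wells and 100% = 60 µM geldanamycin wells; inhibitors lower the luminescence because luciferase stays unfolded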
KLF5 inhibitor – kruppel-like factor 5 inhibition | AID 1700 | inhibition, % at 5 µM | DLD-1 KLF5 promoter-luciferase reporter, luminescence | actives 0.23% (n = 290,000);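 active = inhibition above a per-plate limit of that plate's mean compound inhibition plus 3 SD, cut at about 60% in these data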;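 also: 0% = DMSO wells and 100% = LY294002 at 200 µM; higher means less KLF5 promoter-driven luciferase light; inactives centre near -14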
HSF1 activator – increases HSF-1 driven luciferase reporter signal; NIH3T3-HGL HSF-1 luciferase reporter, MG132, 8 h; 100% = twice DMSO control signal; activation, % at 9 µM; actives 1.7% (n = 300,000); AID 504408;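 active = mean replicate activation of at least 50% with a set share of replicates each reaching 50%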;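 also: 0% = median of the neutral control wells and 100% = twice that signal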
aSyn UTR inh – 5' untranslated region of α-synuclein, MLPCN primary screen; alpha-synuclein 5'UTR reporter, inhibitor activity; inhibition, % (tested at 7.5 µM); actives 0.82% (n = 300,000); in the data active = inhibition above about 60%;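 also: H4 neuroglioblastoma cells stably carrying SNCA 5'UTR luciferase fusion; 0% = DMSO wells and 100% = positive control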
Active calls of the source: *; . = not tested or not shown.

A first look:
Results follow in this order: AI-2 QS mod, GSK3B inh, GSK3 alpha inh, HIF activator, HSF1 inhib, IEC-6 tox, HSP90 refold inh, KLF5 inhibitor, HSF1 activator, aSyn UTR inh
> CCOC(=O)N1CCN(C(=S)NC(=O)C2CCCC2)CC1
  8, 1, 0, 0.3, 5, -3, -6, -5, 8, 7
> Cc1ccc(/C=C2\Oc3cc(OC(=O)N4CCOCC4)ccc3C2=O)cc1
  -20, -2, -7, -0.5, 32, -7, 1, -7, 92*, -24
> CC(c1ccccc1)C1OCC(C[N+]2(C)CCCCC2)O1 (stereo not drawn)
  5, 1, -3, 0.3, -2, 4, -1, -5, 2, 14
> Cc1ccc(NC(=O)c2ccccc2SCC(=O)N2CCCC2)cc1S(=O)(=O)N(C)C
  21, -2, 0, 0.7, -5, -2, -3, -15, -5, 9

The whole of this part, previewed entries included:
Results follow in this order: AI-2 QS mod, GSK3B inh, GSK3 alpha inh, HIF activator, HSF1 inhib, IEC-6 tox, HSP90 refold inh, KLF5 inhibitor, HSF1 activator, aSyn UTR inh
> CCOC(=O)N1CCN(C(=S)NC(=O)C2CCCC2)CC1
  8, 1, 0, 0.3, 5, -3, -6, -5, 8, 7
> Cc1ccc(/C=C2\Oc3cc(OC(=O)N4CCOCC4)ccc3C2=O)cc1
  -20, -2, -7, -0.5, 32, -7, 1, -7, 92*, -24
> CC(c1ccccc1)C1OCC(C[N+]2(C)CCCCC2)O1 (stereo not drawn)
  5, 1, -3, 0.3, -2, 4, -1, -5, 2, 14
> Cc1ccc(NC(=O)c2ccccc2SCC(=O)N2CCCC2)cc1S(=O)(=O)N(C)C
  21, -2, 0, 0.7, -5, -2, -3, -15, -5, 9
> COc1ccccc1NC(=O)CC1C(=O)NCCN1C(=O)Nc1ccc(Cl)c(Cl)c1 (stereo not drawn)
  38, -2, 1, -0.8, -1, 4, 3, -13, 15, 5
> Nc1nnnn1/N=C/C(Br)=C/c1ccccc1
  7, 1, 1, -4.2, 188, 101*, 1, 10, 252*, -251
> O=C(Cc1ccccc1[N+](=O)[O-])OCC(=O)c1c[nH]c2ccccc12
  19, 5, 1, 2.9, 15, ., ., ., 24, -69
> Cc1cccc(NC(=S)NC2CC3CCCC(C2)N3Cc2cccs2)c1 (stereo not drawn)
  5, -6, 2, -0.1, -2, 5, 2, -7, -5, -20
> CCSC1=C(C#N)C2(CCCC2)C(C#N)=C(N)N1
  11, -5, -1, -0.2, 4, 1, -1, -16, -12, 11
> CCOC(=O)c1[nH]cnc1C(=O)Nc1ccccn1
  27, -1, 5, -0.1, -1, -2, 3, 23, 0, -17
> CN(C)Cc1cccc([N+](=O)[O-])c1O
  14, -6, -2, 0.1, -8, -3, -1, -7, -7, 11
> CS(=O)(=O)NCCSCc1c(Cl)cccc1Cl
  11, 2, 1, 0.0, -9, 4, 3, -13, 2, 25
> Nc1cccc2c1C(=O)N(c1ccccc1)C2=O
  11, -5, -2, ., 6, ., ., ., 21, -36
> CCSc1nnc(NC(=O)CSc2nccn2-c2cccc(C)c2)s1
  26, 3, -3, 0.0, -2, 1, -2, -17, 29, -28
> O=C(NC1CC2CCCC(C1)N2Cc1ccccc1)c1cccc(F)c1 (stereo not drawn)
  12, -2, 0, -0.8, -3, 1, 4, -2, -2, -6
> Cc1ccc(C)c(OCC(=O)Nc2nonc2NC(=O)COc2cc(C)ccc2C)c1
  26, 0, 0, -0.1, 9, -6, 2, 15, -6, 3
> CCCCN(C(=O)C1CCN(C(=O)c2ccccc2C)CC1)c1c(N)n(CCCC)c(=O)[nH]c1=O
  16, -1, 2, -0.2, -9, -8, 3, -52, 14, 10
> O=S1(=O)N=C2CCCCCN2C(c2ccc(Cl)cc2)N1 (stereo not drawn)
  26, -4, -2, -0.7, -6, -7, 1, 13, -1, 7
> CCCOc1cccc(C2/C(=C(/O)c3ccc(OC)cc3)C(=O)C(=O)N2CCN(C)C)c1 (stereo not drawn)
  15, -4, 1, -0.4, -1, 0, 3, -22, 1, 11
> O=C(COc1ccc2c(c1)OCO2)Nc1ccccc1C(F)(F)F
  30, -1, -1, 1.5, 22, 6, 2, -59, 29, -114
> O=C(NC1CCCCCCC1)C1CCN(c2nc3ccccc3o2)CC1
  6, 3, -4, 0.0, 7, 2, -4, -7, -9, 11
> CCCCNC(=O)c1ccc(C)c(NC(=O)C2=C(C)OCCS2)c1
  19, 0, 1, -2.5, -6, 2, -3, 2, -6, 8
> O=C(CN1C(=O)C2C3C=CC(C3)C2C1=O)OCC(=O)c1ccc([N+](=O)[O-])cc1 (stereo not drawn)
  3, -2, 0, -0.2, -39, -4, 4, -3, -51, -20
> COc1ccc(OC)c(NC(=O)N[C@H](Cc2ccccc2)C(=O)NN)c1
  21, 0, 6, -0.1, -2, -1, 0, -19, 3, -6
> O=[N+]([O-])c1cccc(S(=O)(=O)NCCCN2CCOCC2)c1
  28, -2, -2, 0.0, 1, 10, 1, -20, -3, -1
> COc1ccc(CN2C(=O)c3ccccc3C2=O)cc1
  19, 1, 0, -1.5, -4, 8, 1, 1, -17, -4
> Cc1ccc(S(=O)(=O)N2CCN(C(=O)C(C)Cn3cncn3)CC2)cc1 (stereo not drawn)
  ., ., -3, -0.2, -1, -1, -2, -2, 5, 3
> COc1ccc(C2C(C(=O)N3CCOCC3)=C(C)NC3=C2C(=O)CC(C)(C)C3)cc1O (stereo not drawn)
  11, -6, 0, 0.1, -2, 2, -1, -10, -3, -21
> CCCC(=O)Nc1nc2ccc(S(=O)(=O)N3CCCCC3)cc2s1
  13, 3, -1, 1.0, -13, 54*, 1, 49, -8, 27
> COc1cc(OC)c(C#N)c(S(=O)(=O)Cc2ccccc2)c1
  -1, 10, -2, -0.2, -2, -1, -2, -6, 1, -3
> Cc1cc(NC(=O)c2ccccc2)n(C(C)(C)C)n1
  0, 2, -1, 0.2, 6, 5, 4, -15, -7, -26
> O=C(c1cc(=O)[nH]c2ccccc12)N1CCN(S(=O)(=O)c2ccc3ccccc3c2)CC1
  16, 1, 1, -0.3, -2, -4, 4, 12, 0, 20
> CC(=O)Oc1ccc(S(=O)(=O)c2ccc(OC(C)=O)cc2)cc1
  16, 2, -1, ., ., -6, -5, -24, ., .
> N#Cc1cnn2cc(-c3ncc(C(F)(F)F)cc3Cl)cnc12
  13, -4, 0, 1.0, 3, 10, -1, 8, 0, -17
> CCC1(C)CC(c2csc(N)n2)CCO1 (stereo not drawn)
  8, 0, -5, -1.1, -6, -2, -3, -10, -19, 8
> CN1c2ccsc2/C(=N/Nc2ccccc2)CS1(=O)=O
  41, 0, 0, 1.1, 38, -1, 8, -3, 46, -123
> O=C(CCC1CCCN(Cc2ccc3c(c2)CCO3)C1)NCc1ccc(F)c(F)c1 (stereo not drawn)
  15, -1, -4, -0.1, -2, -5, 4, -13, -12, 15
> CC(C)CNC(=O)C(=O)NNC(=O)c1ccco1
  -1, 0, 3, -0.3, -14, -4, 1, -21, -20, -8
> COC(=O)CN1C(=O)Nc2ccc(Br)cc2C1c1ccccc1 (stereo not drawn)
  13, -3, 0, 0.9, 21, -1, 4, -18, 18, 24
> N#CCc1nc2n(n1)Cc1ccccc1-2
  28, -3, 0, -0.2, 0, -3, -1, -9, 5, -8
> Cc1c(NS(=O)(=O)c2cc([N+](=O)[O-])ccc2Cl)c(=O)n(-c2ccccc2)n1C
  31, -1, 1, -0.8, 3, ., ., ., -6, -5
> CCCN(CCC)CCCNC(=O)c1cc2c(=O)[nH]c3ccccc3c2n1C
  9, -1, 1, -1.3, 0, 5, -1, -9, 8, -9
> Cc1nc2ccc(OC(=O)c3ccccc3)cc2s1
  18, -3, 0, 1.1, -2, -1, -3, -3, -6, -2
> CCOc1ccc(N2C(=O)C3C(c4ccccc4)=NN(c4ccccc4)C3C2=O)cc1 (stereo not drawn)
  5, 1, -4, -0.2, 7, 0, 3, 0, -1, -1
> CCN1CCN(C(=O)/C=C/c2ccc(OC)c(OC)c2)CC1
  2, -2, 1, 0.8, 0, 3, 3, -11, -8, 6

2 entries from above, set out differently:
> CC(=O)Oc1ccc(S(=O)(=O)c2ccc(OC(C)=O)cc2)cc1
  AI-2 QS mod: 16
  GSK3B inh: 2
  GSK3 alpha inh: -1
  HIF activator: .
  HSF1 inhib: .
  IEC-6 tox: -6
  HSP90 refold inh: -5
  KLF5 inhibitor: -24
  HSF1 activator: .
  aSyn UTR inh: .

> N#Cc1cnn2cc(-c3ncc(C(F)(F)F)cc3Cl)cnc12
  AI-2 QS mod: 13
  GSK3B inh: -4
  GSK3 alpha inh: 0
  HIF activator: 1.0
  HSF1 inhib: 3
  IEC-6 tox: 10
  HSP90 refold inh: -1
  KLF5 inhibitor: 8
  HSF1 activator: 0
  aSyn UTR inh: -17

(further entries)
mol,AI-2 QS mod,GSK3B inh,GSK3 alpha inh,HIF activator,HSF1 inhib,IEC-6 tox,HSP90 refold inh,KLF5 inhibitor,HSF1 activator,aSyn UTR inh
COc1ccc(C(=O)NC(=S)N2CCN(C)CC2)cc1Br,28,-1,1,1.7,7,0,3,-13,-5,-39
CN1CC(=O)N(CC(=O)Nc2ccc(SC(F)F)cc2)C1=O,-86*,0,-2,0.2,-3,2,-3,-34,-10,6
O=C(CSc1nc2ccccc2[nH]1)Nc1nc(-c2ccc(Br)cc2)cs1,25,-1,-1,0.8,7,-3,5,-10,11,-76
CCOC(=O)Cc1cc(=O)c2cc(C)ccc2[nH]1,2,-1,-1,0.9,-68*,4,1,-10,-73,8
O=C(CNC(=O)c1ccccc1F)NC1=NCCS1,15,-2,0,-0.2,-1,-6,-9,-1,7,-31
COc1cc(C(=O)N2CCN(C3CCCCC3)CC2)cc(OC)c1OC,15,3,-5,-1.0,-9,-3,1,-42,1,7
COc1ccc(NC(=O)c2ccccc2N(Cc2ccccc2)S(C)(=O)=O)cc1,11,1,-3,-0.1,3,-4,-3,-29,2,-17
CCC1CCCCN1CCCNC(=O)Cn1c(=O)c2cccn2c2cccnc21 (stereo not drawn),26,0,-3,-0.2,-5,3,-1,-16,-1,0
Cc1cc(CSc2ccccc2)ccc1NC(=O)c1ccc(Br)cc1,23,1,.,0.1,-13,-1,0,-3,-5,3
Cn1c(NCc2ccco2)nc2c1c(=O)n(Cc1ccc(Cl)c(Cl)c1)c(=O)n2C,4,1,3,-0.3,11,4,0,3,13,36
O=C(Nc1nc(-c2cccs2)cs1)c1ccc(S(=O)(=O)N2CCCCC2)cc1,3,1,-1,-0.3,-61*,-6,1,-6,-70,-13

Screening data: PubChem BioAssay, several laboratories
